Bioassay records deposited in PubChem by NMMLSC.
Bcl-2 Bim block = inhibitors of Bim-Bcl-2 binding, primary screen, biochemical, multiplexed, human Bcl-2 family. Bead-based flow cytometry, Bim peptide-Bcl-2 binding. inhibition, % at 10 µM. Apoptosis regulator Bcl-2 (Homo sapiens), P10415. actives 0.06% (n = 190,000). AID 950, 2007; in the data active = inhibition above about 40%; inconclusive = no clear call, values can overlap the other calls;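 note: 0% = no compound wells with probe peptide and 100% = reference peptide inhibitor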
Target sequence (P10415 whole entry, looked up): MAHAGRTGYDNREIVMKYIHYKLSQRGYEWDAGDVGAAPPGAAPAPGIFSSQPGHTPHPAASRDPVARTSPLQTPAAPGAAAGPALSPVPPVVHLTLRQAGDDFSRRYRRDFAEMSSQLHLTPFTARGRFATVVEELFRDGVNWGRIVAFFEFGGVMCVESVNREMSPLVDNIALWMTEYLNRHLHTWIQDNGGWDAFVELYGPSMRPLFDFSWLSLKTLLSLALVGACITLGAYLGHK
RGS8-Gao = RGS8-Galphao binding modulators, primary screen, biochemical, multiplexed bead flow cytometry; actives lie on both sides; AID 1423, 2008; response (percent of control binding), % at 10 µM; actives 0.34% (n = 220,000); Guanine nucleotide-binding protein G(o) subunit alpha (Homo sapiens), P09471; in the data active = response below about 60% or above about 140%; inactive = in between;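 note: Galphao activated as the GDP aluminium fluoride complex binding bead-coupled RGS8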
GSH fluor = compound fluorescence on glutathione beads, profiling panel, artefact control, biophysical, 488/530 nm, flow cytometry; actives 0.25% (n = 190,000); fluorescence (KMESF) at 10 µM; AID 1776, 2009; GSH beads flow cytometry, compound fluorescence 488/530 nm; hits give high values; in the data active = fluorescence above about 89;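 note: glutathione beads carrying GST-tagged Bcl family fusion proteins plus one bare bead set; values are compound well signal with DMSO vehicle wells as background; inactives centre near 16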
ABCB1 inh = ABCB1 efflux pump inhibitors, primary screen, cell-based, multiplex, flow cytometry, ABCG2 counter-screen. actives 0.067% (n = 190,000). ATP-dependent translocase ABCB1 (Homo sapiens), P08183. inhibition, % at 6.6 µM. CCRF-Adr cells, JC-1 efflux. AID 1326, 2008; in the data active = inhibition above about 40%;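 note: 0% = vehicle and 100% = reference inhibitor; higher value means more JC-1 retained so stronger ABCB1 efflux block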
RGS4-Gao reg = modulators of RGS4 binding to Galphao, primary screen, biochemical, multiplexed bead flow cytometry; Guanine nucleotide-binding protein G(o) subunit alpha (Homo sapiens), P09471; binding response (% of control), % at 10 µM; AID 1415, 2008; actives lie on both sides; actives 0.33% (n = 220,000); in the data active = binding response below about 49% or above about 150%; inactive = in between;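 note: fluorescent Galphao activated with aluminum fluoride binding bead-coupled RGS4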
Bim-Bcl-XL = inhibitors of Bim-Bcl-XL binding, primary screen, biochemical, multiplexed, bead flow cytometry, human Bcl-XL. Bim peptide-Bcl-XL binding, fluorescence. inhibition, % at 10 µM. actives 0.04% (n = 190,000)
Target sequence (Q07817 whole entry, looked up): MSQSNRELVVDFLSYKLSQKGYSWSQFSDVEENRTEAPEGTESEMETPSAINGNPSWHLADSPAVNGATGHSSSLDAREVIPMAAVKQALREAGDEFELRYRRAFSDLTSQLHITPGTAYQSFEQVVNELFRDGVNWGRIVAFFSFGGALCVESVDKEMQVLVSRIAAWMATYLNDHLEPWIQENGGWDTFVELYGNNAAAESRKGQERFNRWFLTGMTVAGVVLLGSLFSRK
ABCG2 inh = ABCG2 efflux pump inhibitors, primary screen, multiplex with ABCB1, IgMXP3 cells, flow cytometry. Broad substrate specificity ATP-binding cassette transporter ABCG2 (Homo sapiens), Q9UNQ0. inhibition, % at 6.6 µM. JC-1 efflux. actives 0.1% (n = 190,000). AID 1325, 2008;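 active = inhibition above 80%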;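 note: 0% = DMSO and 100% = nicardipine control wells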
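Assay system – ABCG2 IgMXP3 and barcoded ABCB1 CCRF-Adr cell mix · Input – 3 million cells/mL in well · Reagent – JC-1 fluorescent substrate · Compound – single test compound dose, 6.6 µM final · Timing – 10 min exposure at 25 °C with rotation, no wash · Detection – flow cytometry of retained JC-1 fluorescence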
Bcl-B Bim block = inhibitors of Bim-Bcl-B binding, primary screen, biochemical, multiplexed, human Bcl-2 family; Bcl-2-like protein 10 (Homo sapiens), Q9HD36; bead-based flow cytometry, Bim peptide-Bcl-B binding; inhibition, % at 10 µM; actives 0.073% (n = 190,000);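 note: 0% = tracer peptide without compound and 100% = reference inhibitor peptide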
Target sequence (Q9HD36 whole entry, looked up): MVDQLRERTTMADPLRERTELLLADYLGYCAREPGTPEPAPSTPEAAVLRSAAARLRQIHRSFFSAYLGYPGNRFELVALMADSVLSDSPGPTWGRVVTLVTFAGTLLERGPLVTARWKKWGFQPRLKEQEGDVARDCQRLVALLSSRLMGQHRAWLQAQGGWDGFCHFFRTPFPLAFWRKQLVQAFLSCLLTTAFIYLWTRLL
RGS7-Gao reg = RGS7-Galphao binding modulators, primary screen, biochemical, multiplexed bead flow cytometry; Guanine nucleotide-binding protein G(o) subunit alpha (Homo sapiens), P09471; actives lie on both sides; binding response (% of control), % at 10 µM; actives 0.35% (n = 220,000); AID 1439, 2008; in the data active = binding response below about 49% or above about 150%; inconclusive = no clear call, values can overlap the other calls; inactive = in between;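 note: fluorescent Galphao held in activated GDP-AlF4 state binding bead-coupled RGS7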
Bfl-1 Bim block = inhibitors of Bim binding to Bfl-1, primary screen, biochemical, multiplexed, bead-based flow cytometry | Bcl-2-related protein A1 (Homo sapiens), Q16548 | Bim-Bfl-1 binding inhibition | inhibition, % at 10 µM | actives 0.12% (n = 190,000) | AID 1008, 2008;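 note: 0% = wells without compound plus tracer and 100% = blocker peptide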
Bim-Bcl-W = inhibitors of Bim binding to Bcl-W, primary screen, biochemical, multiplexed, bead-based flow cytometry. Bcl-2-like protein 2 (Homo sapiens), Q92843. inhibition, % at 10 µM. Bim peptide-Bcl-W binding. AID 952, 2007. actives 0.02% (n = 190,000);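 note: 0% = bound tracer without compound and 100% = peptide blocker; higher means less fluorescent Bim peptide bound to Bcl-W beads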
Target sequence (Q92843 whole entry, looked up): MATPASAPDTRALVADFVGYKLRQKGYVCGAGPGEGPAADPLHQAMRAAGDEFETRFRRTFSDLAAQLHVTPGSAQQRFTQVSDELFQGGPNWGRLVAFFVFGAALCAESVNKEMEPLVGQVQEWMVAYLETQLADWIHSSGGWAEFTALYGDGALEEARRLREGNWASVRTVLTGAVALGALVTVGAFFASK
Starred values were filed as active, the others as inactive; ? = inconclusive. Cut-off read from the data, not from the text of the source, unless noted: active = inhibition above about 40%.

#1 CCOc1ccccc1/C=N/NC(=O)Cc1csc(Nc2cccc(C(F)(F)F)c2)n1
#2 COC(=O)C(C)Sc1nc2c(c(=O)n(C)c(=O)n2C)n1CCC(C)C (configuration not stated)
#3 CS(=O)(=O)N(CC(=O)NCc1ccco1)c1ccc(Cl)c(C(F)(F)F)c1
#4 S=C(Nc1cccc(Cl)c1)Nc1ccccc1Oc1ccccc1
#5 CCOC(=O)/C(C#N)=C\c1ccc(N2CCN(C/C=C/c3ccccc3)CC2)cc1
#6 NC(=O)CCC(NS(=O)(=O)c1ccc(Cl)cc1)C(=O)NCc1ccc(Cl)cc1 (configuration not stated)
#7 C=CCN(CC=C)c1nc2ccccc2nc1C(C#N)C(=O)OC(C)C (configuration not stated)
#8 N#CCOc1ccc(C2=NO[C@@H]3[C@@H]4C[C@@H]([C@H]5C(=O)N(c6ccc7c(c6)OCO7)C(=O)[C@@H]45)[C@H]23)cc1
#9 O=C(NNC(=O)c1sccc1-n1cccc1)c1ccc(Cl)cc1
#10 O=C(c1cccc(S(=O)(=O)NCc2ccccc2)c1)N1CCN(Cc2ccccc2)CC1
assay / compound	1	2	3	4	5	6	7	8	9	10
Bcl-2 Bim block	-4	0	-2	-4	2	0	-1	-10	-7	-4
RGS8-Gao	102	99	101	106	102	70	100	100	99	102
GSH fluor	8	24	11	15	14	6	25	19	27	19
ABCB1 inh	0.6	1.2	0.4	0.8	0.4	1.9	2.3	0.1	-2.5	0.7
RGS4-Gao reg	100	95	104	103	105	90	98	101	99	100
Bim-Bcl-XL	-3	0	-3	-5	-2	-4	-6	-12	-1	-3
ABCG2 inh	5	24	0	5	4	17	37	0	-1	3
Bcl-B Bim block	0	-11	0	-9	-11	-5	-7	-11	-6	-7
RGS7-Gao reg	101	100	99	105	102	85	99	99	96	98
Bfl-1 Bim block	0	1	-1	-9	2	0	-1	-19	-10	-4
Bim-Bcl-W	-2	0	1	-1	-2	-2	-3	-6	-1	-3

#11 CC(C)C1OC(c2cccc(NC(=O)c3cccs3)c2)OCC1(C)C (configuration not stated)
#12 O=C(CSc1nnc(-c2cnccn2)n1Cc1ccco1)c1ccc(Cl)c(Cl)c1
#13 Cc1ccc(CNC(=O)c2cc3c(C)nc4ccccc4c3o2)cc1
#14 CC(C)CCc1noc(CN2CCN(c3ccc(Cl)cn3)CC2)n1
#15 COc1ccc(N2C(=O)CSC23C(=O)Nc2ccccc23)cc1 (configuration not stated)
#16 COc1ccc(/C=C(/C#N)C(=O)Nc2cccnc2)cc1OC
#17 COc1ccc(NC(=O)c2noc3c2CCC3)cc1
#18 O=C(NC(=S)Nc1ccc(S(=O)(=O)N2CCOCC2)cc1)c1ccccc1[N+](=O)[O-]
#19 COc1ccc(CNc2ccc3c(c2)ncn3-c2ccccc2OC)cc1
#20 COc1ccc(CCNc2nc(=O)[nH]nc2C)cc1OC
assay / compound	11	12	13	14	15	16	17	18	19	20
Bcl-2 Bim block	-3	0	-1	-6	-4	-7	-7	1	3	0
RGS8-Gao	103	102	102	100	101	101	98	99	102	102
GSH fluor	12	21	21	8	100*	19	9	21	9	26
ABCB1 inh	1.2	-0.1	0.0	0.6	0.3	-1.5	0.1	0.2	2.1	0.8
RGS4-Gao reg	101	104	104	100	99	102	95	99	98	102
Bim-Bcl-XL	-2	-1	5	-3	-6	-6	-6	0	-1	-5
ABCG2 inh	4	0	0	1	7	20	1	5	8	2
Bcl-B Bim block	-5	-6	0	-6	-17	-1	-8	-2	-1	-3
RGS7-Gao reg	105	98	100	102	101	102	98	?	106	99
Bfl-1 Bim block	-3	-1	-5	-6	-7	-2	-10	-1	8	0
Bim-Bcl-W	-2	-3	4	-2	-1	-3	1	-1	4	-5

#21 O=C(CO/N=C/c1ccc2c(c1)OCO2)Nc1cccc(Br)c1
#22 CC1(C)NC(=O)N(CC(O)COC2CCCCC2)C1=O (configuration not stated)
#23 CN(C)/C=N/c1nc2nccc(-c3ccc(F)cc3)n2n1
#24 CCOC(=O)CSc1nc2c(sc(=S)n2-c2ccc(OCC)cc2)c(=O)[nH]1
#25 COC(=O)c1cc(C#N)c(OC)nc1C
#26 CC(=O)N=C(N)Sc1nc2ccccc2[nH]1
#27 c1ccc(-c2ccccc2OCCCN2CCCC2)cc1
#28 Cc1ccc(C(=O)NC(=S)Nc2ccc3[nH]c(=O)[nH]c3c2)cc1C
#29 Cc1ccc(C(=O)NNC(=O)CSc2nc(N)cc(N)n2)cc1
#30 CCCCNc1nc2c(c(=O)[nH]c(=O)n2C)n1CCOc1ccccc1
assay / compound	21	22	23	24	25	26	27	28	29	30
Bcl-2 Bim block	-7	-10	-3	-2	-1	-1	-1	0	-6	-5
RGS8-Gao	101	104	104	104	98	103	99	107	102	104
GSH fluor	11	34	16	13	12	23	11	8	14	49
ABCB1 inh	-0.2	0.0	0.1	0.0	0.1	0.0	0.1	-1.2	0.0	0.3
RGS4-Gao reg	99	104	103	105	94	101	101	100	95	104
Bim-Bcl-XL	-8	-14	-5	-3	0	-1	-6	-1	-6	-9
ABCG2 inh	2	-2	1	1	1	1	-2	-7	3	1
Bcl-B Bim block	-9	-10	-8	-2	-5	-2	-3	-1	-7	-3
RGS7-Gao reg	101	101	101	105	94	98	100	100	104	103
Bfl-1 Bim block	-8	-13	-5	-2	-4	-4	-3	-7	-16	-8
Bim-Bcl-W	-7	-2	-3	0	0	-2	-2	-1	-2	0

#31 C/C(=N\N=C1\NC(=O)C(Cc2ccccc2)S1)c1ccccc1 (configuration not stated)
#32 COc1cc(-c2nnc(SCC(=O)c3cc(C)n(CC4CCCO4)c3C)o2)cc(OC)c1OC (configuration not stated)
#33 COc1ccc(NC(=O)CSc2nnc(N)s2)c([N+](=O)[O-])c1
#34 CC(NC(=O)c1cc(Br)ccc1Br)c1ccccc1 (configuration not stated)
#35 Nc1c2c(nc3ccn(-c4ccccc4)c(=O)c13)CCCCC2
#36 COC(=O)c1[nH]c2cccc(Cl)c2c1NC(=O)CN1CCN(CCO)CC1
#37 Cc1onc(-c2ccccc2)c1C(=O)Nc1nnc(COc2ccc(Cl)cc2)s1
#38 COc1ccccc1Nc1nccc(N(C)C)c1C#N
#39 COc1ccc(-c2nn(-c3ccccc3)cc2CNCc2cccnc2)c(F)c1
#40 CCOC(=O)CSc1nc2ccsc2c(=O)n1C1CCN(C(=O)OCC)CC1
assay / compound	31	32	33	34	35	36	37	38	39	40
Bcl-2 Bim block	0	-11	-6	-6	2	-7	-2	0	-3	-2
RGS8-Gao	101	103	102	105	104	97	80	100	103	101
GSH fluor	30	23	20	17	9	34	19	9	13	10
ABCB1 inh	0.6	0.3	0.8	0.1	0.4	-2.1	-0.3	8.9	1.9	0.7
RGS4-Gao reg	102	99	105	104	110	93	98	99	103	93
Bim-Bcl-XL	-3	-6	-3	-5	-1	-23	5	-3	-3	-5
ABCG2 inh	2	1	10	1	3	-2	-3	15	5	1
Bcl-B Bim block	-5	-4	-11	-2	0	-11	-43	0	-5	-1
RGS7-Gao reg	104	102	88	105	109	91	128	104	102	95
Bfl-1 Bim block	-5	-8	-5	-9	-1	-9	35	1	-8	-2
Bim-Bcl-W	-2	-1	-3	-5	0	-4	-1	0	-2	-3

Single records, from the list above. Order of screens: Bcl-2 Bim block, RGS8-Gao, GSH fluor, ABCB1 inh, RGS4-Gao reg, Bim-Bcl-XL, ABCG2 inh, Bcl-B Bim block, RGS7-Gao reg, Bfl-1 Bim block, Bim-Bcl-W
`COc1ccc(NC(=O)CSc2nnc(N)s2)c([N+](=O)[O-])c1` across the screens: -6, 102, 20, 0.8, 105, -3, 10, -11, 88, -5, -3
`Nc1c2c(nc3ccn(-c4ccccc4)c(=O)c13)CCCCC2` across the screens: 2, 104, 9, 0.4, 110, -1, 3, 0, 109, -1, 0
`COc1ccccc1Nc1nccc(N(C)C)c1C#N` across the screens: 0, 100, 9, 8.9, 99, -3, 15, 0, 104, 1, 0
`COc1ccc(-c2nn(-c3ccccc3)cc2CNCc2cccnc2)c(F)c1` across the screens: -3, 103, 13, 1.9, 103, -3, 5, -5, 102, -8, -2
`Cc1onc(-c2ccccc2)c1C(=O)Nc1nnc(COc2ccc(Cl)cc2)s1` across the screens: -2, 80, 19, -0.3, 98, 5, -3, -43, 128, 35, -1

The results go on:
#41 CCOC(=O)N1CCN(C(=O)c2oc3ccc(S(=O)(=O)N4CCCCC4)cc3c2C)CC1
#42 COc1ccc(Cl)cc1NC(=O)CN(C)CC(=O)Nc1ccc(C)cc1Br
#43 CC(=O)N1CCN=C1SCc1c(F)cccc1Cl
#44 C=CCNC(=O)c1c(C(F)(F)F)nn(C)c1Cl
#45 CCOC(=O)CNC(=S)n1ncnc1N
#46 CC1Cc2nc(SCC(=O)OCc3ccccc3)n(C)c(=O)c2S1 (configuration not stated)
#47 COc1cc(/C=C(\C#N)c2ccccn2)ccc1OCc1ccc(Cl)cc1
#48 CN(C)c1ccc(-c2nnc(SCC3CCCO3)n2C)cc1 (configuration not stated)
#49 CC(=O)NC1=NN(C(C)=O)C(C)(c2ccc(Br)cc2)S1 (configuration not stated)
#50 O=C(CCc1ccccc1)NCc1ccccn1
#51 Cn1nnc2cc(C(=O)NC3CCCCC3)ccc21
assay / compound	41	42	43	44	45	46	47	48	49	50	51
Bcl-2 Bim block	-3	-4	-7	-3	0	-1	-4	-2	0	-9	-9
RGS8-Gao	104	102	106	100	95	108	101	102	102	104	102
GSH fluor	4	13	27	10	20	14	12	9	16	18	26
ABCB1 inh	1.8	6.2	0.2	0.2	-0.6	0.5	1.7	0.3	0.5	1.0	0.5
RGS4-Gao reg	107	104	105	100	93	107	103	96	101	105	101
Bim-Bcl-XL	-4	-3	-7	0	-1	-3	-4	-1	-3	-7	-10
ABCG2 inh	6	30	1	1	-1	9	11	1	1	3	42
Bcl-B Bim block	-1	-1	-9	0	0	6	-5	-2	-10	-5	-10
RGS7-Gao reg	103	104	102	?	86	107	100	95	102	104	104
Bfl-1 Bim block	-2	-4	-11	-4	-1	-2	-5	-6	-6	-1	-21
Bim-Bcl-W	-3	-6	0	2	0	3	-2	0	-6	-11	-4
